# High-throughput results (PubChem)
# GPR7 antagonist: blocks human GPR7 receptor signaling. P48145. GPR7-expressing cells, fluorescence antagonist assay. inhibition, % at 4.4 µM. 290,000 compounds, 1.1% hits. AID 1861; in the data active = inhibition above about 16%, passing the limit was not always enough;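 also: cells stimulated with the agonist NPW; 0% = agonist with vehicle and 100% = vehicle without agonist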
# Target sequence (P48145 whole entry, looked up): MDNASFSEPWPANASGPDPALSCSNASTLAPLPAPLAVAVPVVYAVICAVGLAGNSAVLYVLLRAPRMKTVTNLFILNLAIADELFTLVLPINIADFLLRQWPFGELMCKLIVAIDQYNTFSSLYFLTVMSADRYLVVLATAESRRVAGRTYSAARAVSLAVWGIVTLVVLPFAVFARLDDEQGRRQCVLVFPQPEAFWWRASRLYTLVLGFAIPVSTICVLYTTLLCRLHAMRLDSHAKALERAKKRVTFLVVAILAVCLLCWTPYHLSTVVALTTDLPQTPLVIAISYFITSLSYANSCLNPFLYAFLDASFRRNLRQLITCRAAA
# TAAR1 antag: antagonists of human TAAR1. CHO RD-HGA16 TAAR1, Fluo-8 calcium fluorescence, antagonist. inhibition, % at 3 µM. 360,000 compounds, 1.5% hits. AID 624466;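 active = inhibition above a per-plate cutoff, the mean inhibition of test compounds on that plate plus 3 SD, cut at about 49% in these data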;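 also: 0% = DMSO plus EC80 beta-PEA response and 100% = DMSO alone without agonist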
# Target sequence (Q96RJ0 whole entry, looked up): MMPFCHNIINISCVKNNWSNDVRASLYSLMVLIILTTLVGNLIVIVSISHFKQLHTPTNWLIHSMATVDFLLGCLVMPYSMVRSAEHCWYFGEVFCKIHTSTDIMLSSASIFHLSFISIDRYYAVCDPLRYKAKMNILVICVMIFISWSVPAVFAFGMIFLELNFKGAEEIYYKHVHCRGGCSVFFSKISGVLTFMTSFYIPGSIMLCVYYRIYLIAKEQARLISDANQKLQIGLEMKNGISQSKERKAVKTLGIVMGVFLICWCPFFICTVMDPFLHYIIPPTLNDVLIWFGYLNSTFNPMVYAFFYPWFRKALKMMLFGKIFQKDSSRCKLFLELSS
#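 Test system: hTAAR1-expressing CHO RD-HGA16 cells, Gα16-coupled; Probe or stimulus: EC80 β-phenethylamine stimulus; Compound dosing: single nominal final test compound concentration of 3 µM; Timing: 140 s kinetic read after compound, 140 s after agonist; Signal: Fluo-8 calcium-sensitive fluorescence; Measure: % inhibition of agonist calcium response; Controls: DMSO and EC80 PEA controls.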
# CHO parental Ca: counter-screen for OX1R antagonists: effect in parental CHO cells; parental CHO-K1, ATP-induced calcium, Fluo-8 fluorescence; inhibition, % at 5.6 µM; AID 463079; 330,000 compounds, 0.63% hits;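 active = inhibition above that plate's mean sample inhibition plus 3 SD, cut at about 26% in these data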;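 also: 0% = ATP-challenged DMSO wells and 100% = DMSO wells without ATP; some compounds past the cut are filed as inactive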
#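 Assay system: parental CHO cells; Read-out basis: percent inhibition of ATP-evoked calcium rise, normalized to controls; Benchmarks: ATP and no-ATP DMSO wells; Compound dosing: single nominal dose of 5.6 µM per compound; Signal: Fluo-8 calcium dye fluorescence; Also added: ATP as calcium-mobilizing challenge; Repeats: singlicate.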
# OXTR agonist: activates the human oxytocin receptor. P30559. 320,000 compounds, 0.32% hits. AID 2435. activation, % at 3 µM. CHO-OTR cells, Fluo-8 calcium fluorescence; normalized: DMSO 0%, oxytocin 100%;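 active = activation above the mean of all tested compounds plus 3 SD, cutoff set per screening run, cut at about 20% in these data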;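 also: peak over basal fluorescence ratio from a 100 s FLIPR kinetic read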
# CHO-K1 Ca PAM: counter-screen for M1 PAMs: effect in parental CHO-K1 cells; ATP EC20, Fluo-8 calcium fluorescence; 0% at ATP EC20, 100% at ATP max; activation, % at 3 µM; 360,000 compounds, 0.02% hits;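 active = activation above the run cutoff, the mean activation of all test compounds plus 3 SD, cut at about 40% in these data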;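 also: peak over basal fluorescence ratio in a 140 s read after ATP addition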
# CHO-K1 Ca antag: nonselective inhibitor or artifact in parental CHO-K1 cells. ATP-induced calcium, Fluo-8 fluorescence. inhibition, % at 3 µM. 360,000 compounds, 0.6% hits;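 active = inhibition above a per-plate cutoff, the plate's mean sample inhibition plus 3 SD, cut at about 24% in these data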;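 also: 0% = DMSO plus EC80 ATP and 100% = DMSO alone without ATP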
# M1 ag parental: counter-screen for M1 agonists: effect in parental CHO-K1 cells; AID 602248; Fluo-8 calcium fluorescence; scaled to maximal ATP response, vehicle zero; 360,000 compounds, 0.48% hits; activation, % at 3 µM; in the data active = activation above about 15%;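 also: untransfected CHO-K1 host cells lacking M1 receptor as counterscreen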
# OXTR potentiate: human OXTR potentiation | 320,000 compounds, 0.061% hits | CHO-OTR cells, Fluo-8 calcium fluorescence, potentiator mode; 0% = oxytocin EC15, 100% = EC100 | AID 2445 | activation, % at 3 µM;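 active = activation above that plate's cutoff, the mean activation of tested compounds plus 3 SD, cut at about 6.6% in these data, passing the limit was not always enough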;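 also: 100% uses oxytocin at 75 nM as the full agonist control; some results filed as inactive read as strong as hits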
#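 Dosing: Single dose, 3.0 µM nominal final compound concentration | Material: Human OTR in CHO cells | Technique: Kinetic Fluo-8 calcium fluorescence | Benchmarks: EC15 oxytocin alone as 0%, 75 nM oxytocin as 100% | Probe or stimulus: Oxytocin at about EC15, sub-maximal agonist stimulus | Incubation: Compound 6 min at room temperature before oxytocin, 100 s read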
# V1R ag counter: activates human V1a receptor in oxytocin agonist counter-screen | P37288 | CHO-V1R cells, Fluo-8 calcium fluorescence, agonist mode; 0% DMSO, 100% 3 nM vasopressin | activation, % at 3 µM | 320,000 compounds, 0.25% hits | AID 2797;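 active = activation above the mean activation of all tested compounds plus 3 SD, per screening run, cut at about 20% in these data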;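 also: signal is peak over basal fluorescence ratio across a 100 second FLIPR read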
# Target sequence (P37288 whole entry, looked up): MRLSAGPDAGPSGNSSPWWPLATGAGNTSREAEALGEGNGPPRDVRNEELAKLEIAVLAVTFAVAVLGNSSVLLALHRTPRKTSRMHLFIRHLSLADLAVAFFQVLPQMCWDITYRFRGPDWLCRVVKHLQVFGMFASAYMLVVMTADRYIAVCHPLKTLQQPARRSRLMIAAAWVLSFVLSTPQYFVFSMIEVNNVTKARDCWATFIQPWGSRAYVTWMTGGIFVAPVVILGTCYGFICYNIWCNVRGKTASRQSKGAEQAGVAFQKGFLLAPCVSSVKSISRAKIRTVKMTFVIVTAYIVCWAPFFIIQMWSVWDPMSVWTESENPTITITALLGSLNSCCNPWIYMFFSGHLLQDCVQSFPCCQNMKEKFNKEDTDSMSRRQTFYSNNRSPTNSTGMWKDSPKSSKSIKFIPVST
# The depositor's hits bear a star; · = not tested or not shown.
no.	Compound	GPR7 antagonist	TAAR1 antag	CHO parental Ca	OXTR agonist	CHO-K1 Ca PAM
1	O=C(CCSCc1ccccc1Cl)NC1CCCC1	2	19	-2	-1.9	12
2	CCCc1nc(-c2cc3ccc(C)cc3[nH]c2=O)no1	4	2	-10	0.9	19
3	O=C(NC(=S)N(CCO)Cc1ccccc1)c1cc(Br)ccc1Cl	-10	16	4	0.6	26
4	CCN(CC)C(=O)Oc1ccc(OC(=O)N(CC)CC)cc1	-2	14	-1	0.1	17
5	Oc1cccc(/C=N/n2c(C3CCCCC3)n[nH]c2=S)c1	0	8	6	-0.1	-5
6	COc1ccc(Cc2noc(CN3CCC(c4ccncc4)CC3)n2)cc1OC	-9	-22	2	9.7	7
7	Cn1c(=O)c2cc(NC(=O)NCCc3ccccc3)ccc2n1Cc1ccccc1	·	-16	·	·	6
8	CC(C)OC(=O)Cn1c(-c2ccccc2)c(-c2ccccc2)nnc1=O	-13	-7	-12	-1.7	16
9	CSc1ccc(C#N)cc1NC(=O)c1ccc(Cl)nc1	-3	-15	7	-0.4	-9
10	Cc1nn(C)c(C)c1C1C(C#N)=C(N)OC2=C1C(=O)CCC2 (stereo not drawn)	5	-1	-2	-1.2	14
11	COc1ccc(/C=C2\CCn3c2nc2cc(C(=O)O)ccc2c3=O)cc1OC	-14	-13	-14	0.3	26
12	COc1ccc(/C=C(/NC(=O)c2ccccc2)C(=O)NCc2ccco2)cc1	-13	7	7	0.5	14
13	Cn1c(CN2CCCCC2)nc2cc(NC(=O)c3ccccc3Cl)ccc21	8	-8	-13	1.2	18
14	COC(=O)[C@@H]1C[C@@H]2CC[C@@H](O)C[C@@H]2N1Cc1ccccc1OS(=O)(=O)c1ccc(C)cc1	·	-2	-25	-1.4	9
15	O=C(O)C1CCCN1S(=O)(=O)c1ccc(Br)cc1 (stereo not drawn)	27	-6	-4	0.6	-9

no.	CHO-K1 Ca antag	M1 ag parental	OXTR potentiate	V1R ag counter
1	2	0.1	-3	-0.9
2	-6	0.4	-13	-0.6
3	-19	2.6	-4	2.1
4	1	0.2	-6	-0.1
5	-2	0.6	-10	4.3
6	-1	5.7	-7	7.3
7	-3	0.7	·	·
8	-1	5.1	-5	-0.1
9	-1	0.5	-2	-0.4
10	-4	0.7	-6	0.1
11	-12	2.0	-2	-0.3
12	-12	2.3	-4	2.7
13	-5	0.8	1	0.8
14	-7	-0.1	-11	-0.2
15	9	-1.2	-8	0.2

# (continued)
no.	Compound	GPR7 antagonist	TAAR1 antag	CHO parental Ca	OXTR agonist	CHO-K1 Ca PAM
16	Cc1cccc(NC(=O)c2cccc3c2-c2ccccc2C3=O)n1	-18	20	-23	-2.2	14
17	COC1=CCC2([N+](=O)[O-])CN(CCO)CC1([N+](=O)[O-])C2 (stereo not drawn)	-5	-8	-3	2.8	-1
18	Cc1ccc(N(CC(=O)NCc2ccncc2)S(C)(=O)=O)cc1	-11	12	-6	1.0	11
19	Cn1c(=O)c(C(=O)NCCCc2ccccc2)c(O)c2ccccc21	-7	-16	·	·	4
20	N#Cc1ccccc1S(=O)(=O)N1CCNS(=O)(=O)c2ccccc21	·	-7	-8	·	16
21	CC(C)(C)Sc1nc(O)cc(=O)[nH]1	-7	15	-8	1.2	28
22	Cc1ccc(S(=O)(=O)Nc2ccnc3ccccc23)cc1	-6	-7	3	3.5	-4
23	CC(C)CNC(=O)CSc1nnc(CN2CCCCCC2=O)n1-c1ccccn1	6	-16	-9	-0.5	-11
24	CCOC(=O)c1c(-c2ccc(F)cc2)csc1/N=C/N(C)C	-24	1	-18	-2.4	-9
25	Cc1c(CCC(=O)NCCC(=O)O)c(=O)oc2cc3occ(-c4ccccc4)c3cc12	16	-5	-12	1.3	-5
26	CN(C)CCCN1C(=O)C(=O)/C(=C(/O)c2ccncc2)C1c1ccccc1 (stereo not drawn)	·	-25	-5	0.5	12
27	Cc1ccccc1NC(=S)N(C)CCc1ccccn1	-2	7	-8	-1.6	6
28	COc1ccc(CCn2nnnc2C(c2ccc(C)cc2)N2CCN(C)CC2)cc1OC (stereo not drawn)	-10	3	-15	1.9	3
29	CC(=O)Nc1ccc(NC(=O)C2CCCN(C(=O)c3ccc(Cl)cc3)C2)cc1 (stereo not drawn)	-5	-34	-6	-0.3	3
30	Cc1nc2sc(C(c3ccccc3)N3CCN(CCO)CC3)c(O)n2n1 (stereo not drawn)	·	-10	1	-1.1	-5

no.	CHO-K1 Ca antag	M1 ag parental	OXTR potentiate	V1R ag counter
16	-2	2.3	-3	0.5
17	-1	0.2	-5	2.2
18	1	0.0	0	0.2
19	2	1.0	·	·
20	-10	0.7	·	·
21	-14	0.5	-2	-0.7
22	14	0.3	-8	0.2
23	-1	0.3	1	0.6
24	-9	-0.1	-17	-1.4
25	4	0.2	-11	0.6
26	-9	-0.3	0	0.3
27	5	0.3	-5	-0.1
28	0	0.8	-12	0.2
29	-11	0.0	-16	-1.0
30	31*	0.2	0	-0.2

# (listing goes on)
no.	Compound	GPR7 antagonist	TAAR1 antag	CHO parental Ca	OXTR agonist	CHO-K1 Ca PAM
31	CCc1ccc(NC(=O)N(CCCN2CCOCC2)C(C)c2cc3cccc(OC)c3o2)cc1 (stereo not drawn)	0	-30	-37	-2.4	-2
32	C[C@@H]1CN([C@@H](C)CO)C(=O)c2cc(-c3cccnc3)cnc2O[C@H]1CN(C)C(=O)c1cccc(F)c1	·	-21	·	·	10
33	O=C1c2ccccc2C(O)N1Cc1ccccc1Cl (stereo not drawn)	-8	10	-17	0.8	10
34	O=C(NCN1CCN(c2ccccn2)CC1)c1cnccn1	10	-18	9	1.1	-9
35	COc1ccc(CN2CC(C(=O)NCCCN3CCCC(C)C3)CC2=O)cc1 (stereo not drawn)	-12	-9	-2	0.9	4
36	CCN(CCCNC(=O)CCn1c(=S)[nH]c2cc3c(cc2c1=O)OCO3)c1cccc(C)c1	0	-44	-4	-0.7	-10
37	CC(C)Cn1cnc2c1c(=O)n(CC(=O)O)c(=O)n2Cc1ccccc1	-7	-2	1	0.1	8
38	CCN(CC)CCCN(Cc1cc2cc3c(cc2[nH]c1=O)OCO3)C(=S)NCCCOC	-20	8	-7	0.7	-22
39	Cc1ccc(NC(=O)N(Cc2ccc3c(c2)OCO3)Cc2cc3cc4c(cc3[nH]c2=O)OCCO4)cc1	-2	17	-26	-1.1	-5
40	CN(C)c1ccc(C(=O)Nc2nnc(C3=COCCO3)o2)cc1	-2	-34	-4	0.5	17
41	O=C(CNC(=O)c1cc(S(=O)(=O)N2CCCCC2)ccc1N1CCOCC1)Nc1ccc(F)c(F)c1	·	-18	-13	0.8	5
42	COc1ccc(S(=O)(=O)NCC2CCCN(C(=O)c3cccs3)C2)cc1 (stereo not drawn)	-5	-13	-5	0.3	21
43	O=C(NCC1CCCO1)C1CCN(S(=O)(=O)N2CCCC2)CC1 (stereo not drawn)	-8	2	-5	-0.2	20
44	O=c1cc(OCc2ccccc2)cc[nH]1	·	-13	-8	1.9	-2
45	COc1ccccc1N(CC(O)CN1CCCC1)S(=O)(=O)c1ccccc1 (stereo not drawn)	-10	-4	-21	-0.1	-3

no.	CHO-K1 Ca antag	M1 ag parental	OXTR potentiate	V1R ag counter
31	-2	-0.3	4	22*
32	-10	0.7	·	·
33	13	3.2	-2	2.3
34	2	-0.6	-25	0.2
35	2	0.0	2	0.9
36	17	0.1	-8	-0.6
37	-9	0.3	-5	0.1
38	24*	-0.2	1	1.4
39	0	-0.1	-14	0.7
40	-9	0.9	-2	-0.2
41	6	0.2	-4	0.3
42	-18	0.8	-11	-0.5
43	-18	1.0	-3	0.1
44	-13	-0.1	4	1.3
45	1	0.2	-4	0.5

# Looked up one by one from above (two):
no.	Compound	GPR7 antagonist	TAAR1 antag	CHO parental Ca	OXTR agonist	CHO-K1 Ca PAM
39	Cc1ccc(NC(=O)N(Cc2ccc3c(c2)OCO3)Cc2cc3cc4c(cc3[nH]c2=O)OCCO4)cc1	-2	17	-26	-1.1	-5
28	COc1ccc(CCn2nnnc2C(c2ccc(C)cc2)N2CCN(C)CC2)cc1OC (stereo not drawn)	-10	3	-15	1.9	3

no.	CHO-K1 Ca antag	M1 ag parental	OXTR potentiate	V1R ag counter
39	0	-0.1	-14	0.7
28	0	0.8	-12	0.2

# (further entries)
no.	Compound	GPR7 antagonist	TAAR1 antag	CHO parental Ca	OXTR agonist	CHO-K1 Ca PAM
46	O=C(Cc1cccc(C(F)(F)F)c1)Nc1ccccc1	-7	14	-10	-1.5	-5
47	COC(=O)c1cccnc1-n1c(=O)c2cccnc2n(Cc2cccc([N+](=O)[O-])c2)c1=O	-10	5	-3	-0.3	-22
48	O=C(COC(=O)c1ccc2c(c1)OCO2)Nc1ccccc1Cl	·	0	-17	0.1	5
49	Cc1ccc(CNC(=O)CN(C(=O)C2(C)CC(=O)N=C3C=CC=CN32)c2ccccc2F)cc1 (stereo not drawn)	-11	-1	6	0.8	18
50	CCC(C(=O)Nc1ccc(S(=O)(=O)N(C)C2CCN(C)CC2)cc1)c1ccccc1 (stereo not drawn)	·	-15	-3	4.2	10
51	Clc1ccccc1COc1ccc(/C=N/n2cnnc2)cc1	8	-3	2	2.5	11
52	NC(=O)c1oc2ccccc2c1NC(=O)c1ccc([N+](=O)[O-])o1	-10	-4	4	2.6	-5
53	COC(=O)c1sc(NC(=O)COc2ccc(C)cc2)nc1C	7	-12	-11	-0.7	26
54	COC(=O)CC1(C(=O)OC)Oc2ccccc2C(=O)N1c1ccc(F)cc1F (stereo not drawn)	·	-17	-15	1.0	16
55	CCCCN(C(=O)c1cc(S(=O)(=O)N2CCCCCC2)ccc1OC)c1ccccc1	·	-25	-22	-2.0	1
56	O=C(Nc1ccncc1)c1c(Cl)cccc1Cl	-1	0	-4	-0.5	17
57	CCCC(C)C(=O)Nc1ccncc1 (stereo not drawn)	-2	-2	-8	0.3	15

no.	CHO-K1 Ca antag	M1 ag parental	OXTR potentiate	V1R ag counter
46	8	0.5	-15	0.0
47	10	0.1	2	0.6
48	-3	0.6	-5	-0.3
49	-2	0.7	-7	-0.3
50	-5	6.6	-11	3.9
51	-19	1.1	-11	6.9
52	10	2.0	-6	0.3
53	-12	2.3	-4	-0.4
54	-3	1.4	3	0.1
55	3	0.8	-1	-1.4
56	-23	0.2	-4	0.9
57	-13	0.8	-1	0.7

# Exported with one line to a screen: entries from further up
51. Clc1ccccc1COc1ccc(/C=N/n2cnnc2)cc1
52. NC(=O)c1oc2ccccc2c1NC(=O)c1ccc([N+](=O)[O-])o1

screen / no.	51	52
GPR7 antagonist	8	-10
TAAR1 antag	-3	-4
CHO parental Ca	2	4
OXTR agonist	2.5	2.6
CHO-K1 Ca PAM	11	-5
CHO-K1 Ca antag	-19	10
M1 ag parental	1.1	2.0
OXTR potentiate	-11	-6
V1R ag counter	6.9	0.3
